Compound activity deposited in PubChem by The Scripps Research Institute Molecular Screening Center.
LYPLA1 inh – blocks human lysophospholipase 1, a PME1 counter-screen. actives 0.16% (n = 320,000). inhibition, % at 5.9 µM. O75608. recombinant LYPLA1, FP-Rh probe fluorescence polarization. AID 2174;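 active means inhibition above the mean of all tested compounds plus 3 SD, set per campaign, cut at about 14% in these data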;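 further: inhibitors block serine hydrolase probe labeling of LYPLA1 so polarization falls; 0% = enzyme with DMSO and 100% = wells lacking LYPLA1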
Target sequence (O75608 whole entry, looked up): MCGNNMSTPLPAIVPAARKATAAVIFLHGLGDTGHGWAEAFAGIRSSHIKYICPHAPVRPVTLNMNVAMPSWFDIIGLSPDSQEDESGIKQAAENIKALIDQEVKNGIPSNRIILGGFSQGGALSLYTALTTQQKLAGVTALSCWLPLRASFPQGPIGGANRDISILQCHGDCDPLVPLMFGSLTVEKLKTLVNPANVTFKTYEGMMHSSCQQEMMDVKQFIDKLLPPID
pPAFAH FP inh – inhibitors of human plasma PAF acetylhydrolase (pPAFAH) | actives 1.5% (n = 330,000) | Q13093 | recombinant pPAFAH, FP-rhodamine probe fluorescence polarization | inhibition, % at 3.39 µM;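 active means inhibition above the mean inhibition across the screen plus 3 SD, cut at about 25% in these data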;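 further: inhibitors block binding of the rhodamine activity-based probe so polarization drops; 0% = enzyme with DMSO and 100% = wells lacking pPAFAH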
PAFAH1B3 FP inh – blocks human PAF acetylhydrolase 1B catalytic subunit 3; Q15102; actives 0.28% (n = 340,000); AID 492972; inhibition, % at 3.39 µM; recombinant PAFAH1B3, FP-rhodamine probe, fluorescence polarization;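 active means inhibition above the screen-wide average of all tested compounds plus 3 SD, cut at about 25% in these data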;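 further: 0% = enzyme with DMSO only and 100% = wells lacking PAFAH1B3 protein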
Target sequence (Q15102 whole entry, looked up): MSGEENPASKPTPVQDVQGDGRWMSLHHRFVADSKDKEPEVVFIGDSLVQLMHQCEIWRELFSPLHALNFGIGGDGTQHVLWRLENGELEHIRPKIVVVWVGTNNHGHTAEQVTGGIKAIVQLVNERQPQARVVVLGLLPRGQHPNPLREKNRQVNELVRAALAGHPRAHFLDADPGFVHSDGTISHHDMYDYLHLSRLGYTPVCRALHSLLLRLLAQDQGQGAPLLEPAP
LYPLA2 inh – blocks human lysophospholipase 2, a PME1 counter-screen; recombinant LYPLA2, FP-Rh probe fluorescence polarization; inhibition, % at 5.9 µM; actives 0.38% (n = 320,000);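 active means inhibition above the screen-wide mean plus 3 SD, limit set per campaign, cut at about 26% in these data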;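 further: 0% = LYPLA2 with DMSO and 100% = wells lacking LYPLA2 enzyme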
PAFAH2 inh – inhibitors of human PAFAH2. recombinant PAFAH2, FP-rhodamine activity probe, fluorescence polarization. Q99487. actives 0.99% (n = 340,000). inhibition, % at 3.39 µM;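 active means inhibition above the mean over all tested compounds plus 3 SD, cut at about 30% in these data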;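 further: inhibitors block probe labeling of enzyme so polarization drops; 0% = enzyme with DMSO and 100% = wells lacking PAFAH2 protein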
PAD4 FP inh – PAD4 (human) enzyme inhibition | Q9UM07 | recombinant PAD4, RCA probe fluorescence polarization | actives 0.41% (n = 330,000) | AID 485272 | inhibition, % at 6.36 µM;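 active means percent inhibition above a cutoff equal to the mean of all tested compounds plus 3 SD, cut at about 15% in these data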;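 further: 0% = PAD4 with RCA probe and DMSO and 100% = probe without PAD4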
PREPL inhibitor – human PREPL enzyme inhibition. Q4J6C6. recombinant PREPL, fluorescence polarization activity-based probe. inhibition, % at 5.96 µM. actives 0.68% (n = 320,000). AID 2751; in the data active means inhibition above about 43%;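 further: 0% = enzyme with DMSO and 100% = wells lacking enzyme; many of its hits are not listed in these tables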
PAFAH1B2 inh – inhibitors of human PAFAH1B2; P68402; recombinant PAFAH1B2, FP-rhodamine activity probe, fluorescence polarization; inhibition, % at 3.39 µM; actives 1.2% (n = 340,000);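 active means inhibition above the mean of all tested compounds plus 3 SD, cut at about 24% in these data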;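 further: 0% = enzyme with DMSO and 100% = wells lacking PAFAH1B2; many of its hits are not listed in these tables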
Target sequence (P68402 whole entry, looked up): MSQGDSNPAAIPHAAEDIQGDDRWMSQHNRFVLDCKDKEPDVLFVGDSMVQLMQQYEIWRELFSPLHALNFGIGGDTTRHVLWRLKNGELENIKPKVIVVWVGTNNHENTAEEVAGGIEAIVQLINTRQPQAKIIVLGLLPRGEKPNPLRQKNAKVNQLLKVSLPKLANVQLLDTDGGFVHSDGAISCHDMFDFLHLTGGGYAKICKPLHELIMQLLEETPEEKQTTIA
GSTO1 inh – GSTO1 inhibition, counter-screen for RBBP9 inhibitors; AID 1974; recombinant GSTO1, activity-based probe fluorescence polarization; inhibition, % at 5.96 µM; actives 1.1% (n = 300,000);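 active means inhibition above the campaign mean inhibition plus 3 SD, cut at about 35% in these data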;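 further: 0% = GSTO1-1 with DMSO and 100% = wells lacking GSTO1-1 enzyme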
Target sequence (P78417 whole entry, looked up): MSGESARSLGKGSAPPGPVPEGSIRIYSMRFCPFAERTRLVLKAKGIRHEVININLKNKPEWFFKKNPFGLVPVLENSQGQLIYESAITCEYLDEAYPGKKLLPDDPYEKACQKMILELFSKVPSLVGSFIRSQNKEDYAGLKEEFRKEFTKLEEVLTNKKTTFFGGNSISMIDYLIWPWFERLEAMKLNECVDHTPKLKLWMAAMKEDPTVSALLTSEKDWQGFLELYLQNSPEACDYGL
An asterisk follows results filed as active; nt = no result given.

SMILES | LYPLA1 inh | pPAFAH FP inh | PAFAH1B3 FP inh | LYPLA2 inh | PAFAH2 inh | PAD4 FP inh | PREPL inhibitor | PAFAH1B2 inh | GSTO1 inh
CCC(C)Sc1ccc(-c2nc3ccccn3c2NCc2ccccc2)cc1OC (centres undefined) | nt | 11 | 22 | nt | 1 | 5 | 16 | -3 | nt
O=C(O)C1C2C=CC3(CN(Cc4ccncc4)C(=O)C13)O2 (centres undefined) | 3 | 5 | -2 | 8 | 0 | -4 | 5 | 5 | -4
CN1/C(=C\C=N\NC(=O)c2ccc(O)cc2)C(C)(C)c2ccccc21 | -49 | -40 | -20 | -86 | -19 | -79 | -101 | -13 | -32
O=C(CCc1nnc(-c2ccsc2)o1)N1CCCCC1CCn1ccnc1 (centres undefined) | -2 | 8 | 7 | 2 | 6 | -4 | 1 | 3 | 3
CCOC(=O)c1c(-c2ccsc2)csc1N | 2 | 7 | -2 | -4 | 6 | -7 | 10 | 8 | 16
Cc1cc(NC(=O)CCS(=O)(=O)c2ccc(F)cc2)no1 | -3 | 0 | 4 | 2 | 4 | 3 | 4 | -1 | 7
O=C(Nc1ccccc1N1CCCCC1)c1ccc(-c2ccc(Cl)cc2)o1 | -6 | -1 | 4 | -11 | 3 | -2 | 3 | 1 | -4
CCOC(=O)c1c(C)n(-c2ccc(F)cc2)c2ccc(O)cc12 | 3 | 7 | 7 | 7 | 0 | 2 | 5 | 1 | 5
O=C(CNCc1ccc(Cl)cc1)NCc1ccco1 | 2 | 4 | 5 | 5 | 2 | -2 | 12 | 7 | 1
CCOC(=S)SCC(=O)Nc1nc(C)c(C)s1 | -1 | 1 | 2 | 1 | 0 | 9 | -10 | 5 | 12
C=CCNc1nnc(SCC(=O)Nc2ccccc2OC)c2ccccc12 | 3 | 5 | -8 | -4 | 0 | 9 | 0 | 0 | 12
CCN1C(=O)/C(=C/N2CC(C)CC(C)C2)SC1=S (centres undefined) | 4 | 3 | 6 | 7 | 3 | 3 | 0 | 4 | 3
COc1ccccc1OCc1ccc(C(=O)NCC(C)C)o1 | -2 | 2 | -4 | -7 | -4 | -8 | 6 | 1 | 0
Cc1ccc(-c2nc3ncccc3o2)cc1NC(=O)CC(C)C | 4 | 0 | 9 | 6 | -10 | -6 | -9 | 2 | 4
CC(NC(=O)c1ccccc1NC(=O)c1ccco1)C(=O)O (centres undefined) | -2 | 4 | 9 | 1 | 1 | 0 | -5 | 2 | 3
CN(Cc1ccccc1)C(=O)COC(=O)CNS(=O)(=O)c1ccc2ccccc2c1 | 3 | 16 | 2 | 0 | 1 | 4 | 2 | 4 | -1
COc1cc(NC(=O)Nc2cccc(Cl)c2)c(C(=O)O)cc1OC | 3 | 10 | 3 | -1 | 32* | -11 | 9 | 11 | -12
O=C(CSc1ccc2nnc(-c3ccccn3)n2n1)Nc1ccccc1F | -1 | -2 | 17 | 0 | 7 | -1 | -19 | 5 | 2
Cc1cc(N(C)C)ccc1N=Nc1ccc(N)cc1 | -2 | 2 | 5 | -9 | -2 | -5 | -2 | -2 | 7
Cn1c(=O)c2cc(S(=O)(=O)NCCC(=O)Nc3ccc(Cl)cc3)ccc2n(C)c1=O | -1 | 2 | 9 | 1 | -9 | 6 | 20 | 5 | 3
O=C(CN1CCN(c2ccccc2)CC1)Nc1ccc2c(c1)CCC2 | -1 | 4 | 6 | 2 | -8 | 0 | -72 | 2 | 2
CC(c1ccon1)N(C)Cc1cn[nH]c1-c1ccc(F)cc1F (centres undefined) | -2 | -5 | 10 | -11 | -1 | 1 | -6 | -4 | 14
O=C(Cn1nnc(-c2ccccc2)n1)NCc1ccco1 | 1 | 2 | 5 | 2 | 7 | -2 | 2 | 0 | 1
O=C(NCC(=O)N1CCCC(C(F)(F)F)C1)c1ccccc1F (centres undefined) | -4 | 1 | 1 | -7 | 4 | 1 | 0 | 8 | -2
CC(C)n1cc(/C=C(\C#N)S(=O)(=O)c2ccccc2)c2ccccc21 | -4 | 8 | -6 | -7 | -1 | 2 | 0 | -4 | -11
CCOc1c2ccc(C(=O)NCc3ccc4c(c3)OCO4)cc2nn1CC | -1 | 2 | 1 | 1 | -15 | -3 | 0 | -1 | -7
CCN(C(=O)COc1cc(=O)n(CC)c2ccccc12)c1cc(Cl)ccc1OC | 1 | 0 | 14 | -4 | 6 | -1 | 3 | 7 | 2
O=C1COc2ccc(NC(=O)c3ccccc3C(=O)O)cc2N1 | -1 | 2 | -8 | 1 | 3 | -5 | -3 | 0 | -1
Cc1cc(C)n2c(SCc3c(C)noc3C)nnc2n1 | -1 | 2 | 4 | 8 | -1 | -1 | 8 | 3 | 1
O=C(Nc1cccc(Br)c1)C1CCCC1 | 1 | 2 | nt | 5 | nt | -1 | -3 | nt | -5
COCC1CCN(C(=O)c2cc(COc3ccccc3SC)on2)C1 (centres undefined) | -1 | 8 | 10 | 0 | 0 | 2 | 10 | -7 | 0
N#C/C(=C\c1ccc(O)c([N+](=O)[O-])c1)C(=O)NCc1ccccc1 | 4 | -2 | 5 | 6 | 6 | 1 | 18 | 10 | -14
CCOC(=O)c1oc2ccc(S(=O)(=O)n3nc(-c4ccc(Cl)cc4)cc3N)cc2c1C | -1 | -8 | -4 | -3 | -15 | 5 | -35 | 1 | -5
Cc1ccc(OCC(=O)Nc2ccc(S(=O)(=O)Nc3ccccn3)cc2)c(C)c1 | -1 | 2 | 3 | 4 | 1 | -2 | 4 | 1 | -4
Cc1cc(C)cc(OCC(=O)NNC(=O)c2cc3ccccc3o2)c1 | 2 | 7 | 8 | -1 | 1 | -3 | 11 | 1 | 2
O=C(O)c1ccc(N2C(=O)CC(SC(=Nc3ccccc3)Nc3ccccc3)C2=O)cc1 (centres undefined) | 0 | 7 | 5 | 6 | -31 | 3 | 4 | -1 | -5
CCN1C(=O)[C@H]2[C@@H](c3ccc(-c4ccc(F)cc4)c(OC)c3)N3CCCC[C@@]3(C(=O)OC)[C@H]2C1=O | nt | 3 | 1 | nt | 8 | -2 | 24 | -3 | nt
COc1cc(C2(c3ccc(O)c(OC)c3)C(=O)N(C)c3ccc(Br)cc32)ccc1O | 2 | 5 | 13 | -1 | 2 | -3 | 10 | 4 | 4
Cc1ccc(C(=O)c2c3ccccc3[n+]([O-])n2CCC(=O)O)cc1 | -1 | 6 | -2 | -7 | 2 | -1 | 5 | -2 | -2
O=C(NCCCN1CCCC1=O)c1cc(-c2ccc3c(c2)OCO3)nc2ccccc12 | -4 | -1 | 3 | 1 | 9 | -1 | -10 | -1 | -4
Cc1cc(C)c(S(=O)(=O)Nc2ccccc2C(=O)N2CCCC2)c(C)c1 | 4 | 3 | -6 | 8 | 1 | 2 | 4 | 3 | -9
c1ccc(CCn2cnc3ccccc32)cc1 | 5 | -1 | 0 | 3 | 5 | -3 | 12 | 1 | -2
COc1cccc(-n2c([S-])c(C(=O)Nc3ccc(C(F)(F)F)cc3)[n+]3ccccc23)c1 | -1 | 3 | nt | 0 | nt | 3 | -4 | nt | 4
Cc1ccc(Cn2ncc3c(N4CCCC4)ncnc32)cc1 | -3 | 2 | 3 | -4 | 6 | 3 | 1 | 1 | 4
Cc1ccc(-n2c(C)cc(C(=O)NS(=O)(=O)c3ccc(C)cc3)c2C)cc1 | 0 | 10 | 52* | 3 | 2 | -3 | 9 | 9 | 0
CC1CCN(C(=O)CNC(=O)CNC(=O)Cc2ccccc2)CC1 | 2 | 7 | 4 | 2 | -10 | -1 | 7 | -4 | 2
Cc1oc(-c2cccc(F)c2)nc1CN(Cc1ccccc1)C[C@@H]1CCC(=O)N1 | 3 | 2 | 2 | 5 | -1 | 0 | 11 | 6 | 0
COC(=O)C1=C(C)N(C)C(=O)NC1c1ccccc1 (centres undefined) | -3 | 3 | 7 | 2 | 2 | 0 | 4 | 4 | 10
CS(=O)(=O)N1N=C(c2ccco2)CC1c1cccc([N+](=O)[O-])c1 (centres undefined) | 1 | -2 | 4 | 2 | -7 | 2 | 0 | -1 | 2
CCOc1cc(/C=N/NC(=O)c2cc(-c3cccnc3)nc3ccccc23)ccc1O | 1 | 6 | 7 | -3 | 2 | -3 | 13 | 1 | 0
Cc1cccc(NC(=O)C2CCCN2C(=O)OCc2ccccc2)c1 (centres undefined) | 2 | 1 | 3 | -2 | 0 | -1 | -2 | 6 | nt
O=C(O)C1CCCN1c1nc(-c2ccc(Cl)c(Cl)c2)cc(C(F)(F)F)n1 (centres undefined) | -7 | 3 | 0 | 5 | 4 | -2 | 3 | 2 | nt
CCCS(=O)(=O)c1c(S(=O)(=O)CCC)c2c(N)cccn2c1C(=O)c1ccc(F)cc1 | 5 | 10 | 3 | 10 | 1 | -4 | 7 | 7 | -8
NC(=O)c1cc([N+](=O)[O-])ccc1NCCN1C(=O)c2ccccc2C1=O | -1 | 0 | nt | 0 | nt | 1 | -7 | nt | 3
NC(=S)N/N=C1\CC(c2ccc3c(c2)OCCCO3)Oc2ccc(F)cc21 (centres undefined) | -7 | 3 | 5 | -12 | -5 | -1 | -3 | 5 | 3
O=C(Cc1ccccc1[N+](=O)[O-])OCC(=O)c1ccccc1Br | nt | 2 | 1 | nt | 12 | -2 | 9 | 7 | nt
CCOc1cc(C)c(C(C)C)cc1S(=O)(=O)N1CCOCC1 | 4 | 3 | 2 | 5 | 4 | -5 | 1 | 7 | 2
O=C(NC1CCCCC1)N1CCN(CCc2ccccc2)CC1 | -1 | -2 | 3 | 2 | 4 | -1 | 3 | -2 | -2
O=C(CCc1nc(-c2ccccc2F)no1)Nc1ccc(Oc2ccccc2)cc1 | -21 | 0 | -1 | -41 | -19 | -4 | -14 | -6 | -5
CCN(CC)C(=O)C1CC(c2ccc(OC)cc2)=NO1 (centres undefined) | 1 | 1 | 2 | 4 | -6 | 2 | 3 | -1 | -4

Next entries.
SMILES | LYPLA1 inh | pPAFAH FP inh | PAFAH1B3 FP inh | LYPLA2 inh | PAFAH2 inh | PAD4 FP inh | PREPL inhibitor | PAFAH1B2 inh | GSTO1 inh
CCn1c(Cc2ccccc2)nnc1SCC(=O)c1c(N)n(C2CC2)c(=O)[nH]c1=O | 0 | 2 | 3 | 4 | -2 | 4 | 4 | -5 | nt
O=C(CCC1CCCC1)NCCS(=O)(=O)N1CCN(c2ccccc2F)CC1 | 1 | 6 | -3 | 4 | 2 | 1 | 0 | 2 | 0
O=C(Nc1ncc(Cc2ccccc2Cl)s1)c1ccc(-c2cccc([N+](=O)[O-])c2)o1 | -3 | 0 | -15 | 0 | -13 | 2 | 19 | -5 | 1
CC(C)(C)OC(=O)CC1(C#N)c2ccccc2C(Br)=CN1C(=O)c1ccccc1 (centres undefined) | 0 | 7 | -5 | 7 | 2 | 2 | 8 | 5 | -7
CCN(CC(=O)Nc1c(F)cccc1F)C(=O)C(C)SCc1nc2sc(C)c(C)c2c(=O)[nH]1 (centres undefined) | -1 | 8 | 17 | 6 | 5 | 1 | 2 | 0 | 3
CS(=O)(=O)N1CCCC(c2nc(-c3ccc(S(=O)(=O)NCc4ccccc4)cc3)no2)C1 (centres undefined) | 1 | 5 | 4 | 4 | -3 | -3 | 5 | 3 | 1

2 compounds picked at random from those above, as already listed:
SMILES | LYPLA1 inh | pPAFAH FP inh | PAFAH1B3 FP inh | LYPLA2 inh | PAFAH2 inh | PAD4 FP inh | PREPL inhibitor | PAFAH1B2 inh | GSTO1 inh
O=C(Nc1ncc(Cc2ccccc2Cl)s1)c1ccc(-c2cccc([N+](=O)[O-])c2)o1 | -3 | 0 | -15 | 0 | -13 | 2 | 19 | -5 | 1
O=C(CCC1CCCC1)NCCS(=O)(=O)N1CCN(c2ccccc2F)CC1 | 1 | 6 | -3 | 4 | 2 | 1 | 0 | 2 | 0

The list is partial; the hit share may differ from the screen's.
